12-LOX inh: Primary qHTS assay for inhibitors of human arachidonate 12S-lipoxygenase (ALOX12): Round 2; AID 1671190, 2021; purified 12hLO, xylenol orange hydroperoxide absorbance; Potency, µM (titrated, usually from 108 µM), inactives show at the top dose activity change, negative = inhibition, hits mostly inhibitors; Polyunsaturated fatty acid lipoxygenase ALOX12 (Homo sapiens), P18054; 1.1% of 580,000 active; also: potency is read from the fitted curve at half-maximal effect
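Purified human 12hLO (150 nM final) in 25 mM Hepes, 0.01% Triton X-100, pH 7.0 was preincubated 15 min at room temperature with compound. Then 40 uM arachidonic acid was added, 30 min. Hydroperoxide was read by Fe-XO absorbance ratio 573/405 nm.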
PI4K2A inh: qHTS for small molecular inhibitors of PI4K2A; Phosphatidylinositol 4-kinase type 2-alpha (Homo sapiens), Q9BTU6; AID 1346378, 2018; purified PI4K2A, ADP-Glo luminescence, 1 h; active compounds read low; activity change, negative = inhibition, % at 76.9 µM; 0.13% of 420,000 active; in the data active = activity change below about -50%; inconclusive = mostly about -30% to -49%;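 also: -100% = wells without enzyme as full effect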
Target sequence (Q9BTU6 whole entry, looked up): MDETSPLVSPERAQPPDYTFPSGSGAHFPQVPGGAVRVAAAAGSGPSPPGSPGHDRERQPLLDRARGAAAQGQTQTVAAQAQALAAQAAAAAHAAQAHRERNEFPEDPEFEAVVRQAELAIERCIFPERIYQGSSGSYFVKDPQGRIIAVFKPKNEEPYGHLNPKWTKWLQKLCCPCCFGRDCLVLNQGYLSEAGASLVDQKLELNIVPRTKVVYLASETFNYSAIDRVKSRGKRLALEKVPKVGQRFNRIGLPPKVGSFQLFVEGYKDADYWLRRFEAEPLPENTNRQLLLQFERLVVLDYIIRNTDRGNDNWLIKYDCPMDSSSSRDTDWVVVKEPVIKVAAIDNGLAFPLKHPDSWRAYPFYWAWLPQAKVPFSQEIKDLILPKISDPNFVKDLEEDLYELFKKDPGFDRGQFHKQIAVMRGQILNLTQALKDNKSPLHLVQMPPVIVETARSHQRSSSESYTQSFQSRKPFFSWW
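In this quantitative HTS, ADP production by PI4K2A was quantified luminescently after 1 h at ambient temperature; 100 microM adenosine served as plate-quality control.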
GLS inh: qHTS for Inhibitors of Glutaminase (GLS). Glutaminase kidney isoform, mitochondrial (Homo sapiens), O94925. AID 624170, 2012. Potency, µM (top dose mostly 45.5 µM), for inactives: at the highest dose activity change, negative = inhibition, most hits filed as inhibitors. 0.21% of 410,000 active. GLS enzymatic activity, qHTS titration; also: potency is read from the fitted curve at half-maximal effect
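Assay buffer: 45 mM KH2PO4 pH 8.2, 0.02% Tween-20. hKGA acts on L-glutamine (1 mM solution added); product glutamate is reported by an oxidase/peroxidase Amplex Red coupling, with fluorescence taken at baseline and 30 min.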
Numbers without * were called inactive; ? = inconclusive; [ ] = remark or other dose. Unless noted, calls follow the shape of the dose curve; as a rule, active = well fitted inhibition curve with a large enough effect; inconclusive = small, poorly fitted or top-dose-only effect, or another doubt; inactive = no such curve, though single readings can be large or run the other way. Unless noted, % is scaled to controls: 0 for no effect and ±100 for the full control effect. The list is partial, so the mix of outcomes need not match the whole.

| SMILES | 12-LOX inh | PI4K2A inh | GLS inh |
| --- | --- | --- | --- |
| C#CCN(C[C@H]1[C@H](OC(=O)NC2CC2)[C@H](OC(=O)NC2CC2)C[C@H]2C(=O)N(c3ccccc3)C(=O)[C@@H]12)S(=O)(=O)c1ccc(C)cc1 | -46% | 0 | 0% |
| COc1ccc(Cl)c(-c2cc(C(=O)Nc3ccc(F)cc3)[nH]n2)c1 | -6% | -10 | 2% |
| O=C(Nc1ccc(F)c(Cl)c1)Nc1nnc([C@@H]2O[C@H](CO)[C@@H](O)[C@H]2O)s1 | -26% | -2 | 5% |
| O=C1C=C(C#Cc2ccc(Oc3ccccc3)cc2)C[C@@H](c2ccc(F)cc2)C1 | 0% | 4 | 3% |
| COc1ccc(-c2c(N)cnc(C(=O)O)c2C)c(OCc2ccccc2)c1OC | -24% | -23 | 0% |
| CCOC(=O)C1=CCN(S(=O)(=O)c2ccccc2Cl)C1c1cccc(Br)c1 (centres undefined) | 0% | 3 | 9% |
| COc1cccc(-c2cc3nc(NCc4ccccc4OC)n(C)c(=O)c3s2)c1 | -8% | -7 | -2% |
| CC1(C(=O)NS(=O)(=O)c2cccc(Cl)c2)CCN1C(=O)CCc1ccc(Cl)cc1Cl (centres undefined) | -20% | 2 | 10% |
| O=c1[nH]c(=O)n2ncnc2[nH]1 | 4% | -1 | 0% |
| C[C@H]1CN([C@@H](C)CO)C(=O)c2cc(Br)cnc2O[C@@H]1CN(C)C(=O)NC1CCCCC1 | 8% | -2 | -3% |
| Nc1ccn(C2CO[C@H](CO)O2)c(=O)n1 (some centres undefined) | -3%[57.4 µM] | 3 | 0% |
| CC(=O)O[C@@H]1C[C@H](c2ccccc2)OC(=O)CCCCC1=O | 1% | -2 | 2% |
| CC(=O)Nc1ccc(NC(=O)c2ccc(-c3ccnn3C)c3ccoc23)cc1 | -11% | -2 | 8% |
| C[C@H]1CN([C@@H](C)CO)C(=O)CCCn2cc(nn2)CO[C@@H]1CN(C)C(=O)Nc1ccc(C(C)(C)C)cc1 | 7% | -1 | 0% |
| OCc1ccccc1-c1ccc2nncn2c1 | -3% | -1 | 0% |

Profiles, quoted from the list. Values in the order: 12-LOX inh, PI4K2A inh, GLS inh
O=c1[nH]c(=O)n2ncnc2[nH]1 is listed as 4%, -1, 0%
OCc1ccccc1-c1ccc2nncn2c1 is listed as -3%, -1, 0%
Nc1ccn(C2CO[C@H](CO)O2)c(=O)n1 (some centres undefined) is listed as -3%[57.4 µM], 3, 0%
C[C@H]1CN([C@@H](C)CO)C(=O)c2cc(Br)cnc2O[C@@H]1CN(C)C(=O)NC1CCCCC1 is listed as 8%, -2, -3%
O=C(Nc1ccc(F)c(Cl)c1)Nc1nnc([C@@H]2O[C@H](CO)[C@@H](O)[C@H]2O)s1 is listed as -26%, -2, 5%

Arranged by length of the SMILES (descending): three of the compounds above.
| SMILES | 12-LOX inh | PI4K2A inh | GLS inh |
| --- | --- | --- | --- |
| CCOC(=O)C1=CCN(S(=O)(=O)c2ccccc2Cl)C1c1cccc(Br)c1 (centres undefined) | 0% | 3 | 9% |
| COc1cccc(-c2cc3nc(NCc4ccccc4OC)n(C)c(=O)c3s2)c1 | -8% | -7 | -2% |
| COc1ccc(Cl)c(-c2cc(C(=O)Nc3ccc(F)cc3)[nH]n2)c1 | -6% | -10 | 2% |

(next part)
| SMILES | 12-LOX inh | PI4K2A inh | GLS inh |
| --- | --- | --- | --- |
| CCC(=O)N1CCCC(C)(C(=O)Nc2ccc(OC(F)F)cc2)C1 (centres undefined) | 17% | 0 | 0% |
| CN1CCN(C(=O)c2ccc(S(=O)(=O)N(C)c3ccccc3)cc2)CC1 | 14% | -6 | 0% |
| CCCCCCCCC(c1nc2ccccc2[nH]1)N1CCN=C1c1cc2ccccc2[nH]1 (centres undefined) | ? | 2 | 0% |
| COc1ccc(C(O)c2nc(-c3ccoc3)cs2)cc1 (centres undefined) | ? | -11 | 12% |
| CC1=C(C(=O)N2CCOCC2)CC(CC(=O)NCCCCc2ccccc2)C(=O)N1CCCN1CCCC1=O (centres undefined) | ? | 2 | -5% |
| O=C1NC[C@H](Cc2ccc(O)cc2)N(C[C@@H]2CCCN2C[C@H](Cc2ccccc2)N2C[C@H](Cc3ccccc3)N(CC3CCCCCC3)C(=O)C2=O)C1=O | -20% | 8 | 11% |
| CCC[C@H]1CN(c2ccc(Br)cc2)C(=O)[C@@H]1CC(=O)NC | 34%[activator] | 5 | -2% |
| COC(=O)CCCn1cc(CN(C)C2CN(Cc3cn(CCCC(=O)OC)nn3)S(=O)(=O)C2)nn1 (centres undefined) | ? | -7 | -2% |
| O=C(NCc1ccncc1)c1csc([C@@H]2O[C@H](CO)[C@@H](O)[C@H]2O)n1 | ? | 1 | 0% |
| COc1ccc(Cl)cc1-c1cc(C(=O)N[C@H](C)c2ccccc2)[nH]n1 | -28% | 2 | 2% |
| O=C(c1[nH]c(C(F)(F)F)nc1-c1ccccc1)N1CCC(C(O)(c2ccccc2)c2ccccc2)CC1 | -1% | -3 | 36%[activator] |
| CC1CCCCC1NC(=O)CCn1c(=S)[nH]c2ccccc2c1=O (centres undefined) | 12% | -6 | 0% |
| COc1ccc([C@H]2CC(=O)C[C@@H](CCn3cc(CCc4ccccc4)nn3)O2)cc1 | -10% | 0 | 0% |
| COc1ccc(OC(F)(F)F)cc1CC1(C)C(=O)Nc2cccc(Cl)c21 (centres undefined) | -10% | 4 | 3% |
| COCCNc1nc(NCCNC(C)=O)c2sc(-c3ccccc3)cc2n1 | ? | -4 | -2% |
| CC[N+]1(CC)CCC(=C(c2ccccc2)c2ccccc2)C1C (centres undefined) | -11%[22.9 µM] | 2 | -25% |
| CC1=CC(=O)C2(C)C(C)=C(C)C12C (centres undefined) | -49% | -2 | 0% |
| Cc1cc(NC(=O)C2(C)CCN2C(C)C)c2ccccc2n1 (centres undefined) | -5% | -3 | 0% |
| CC1CCCC(NC(=O)CCCCCn2c(=S)[nH]c3ccsc3c2=O)C1C (centres undefined) | -10% | 4 | -14% |
| Cc1cc(C)c(NC(=S)NC(=O)c2ccccc2)cc1C | ? | -2 | 2% |
| CCCNC(=O)C1(C)CCN1C(=O)C/C=C/c1ccccc1 (centres undefined) | -1% | 5 | -3% |
| NC(c1csc(NC(=O)c2cccc(OC(F)(F)F)c2)n1)c1ccccc1Cl (centres undefined) | ? | -5 | 3% |
| CCN(CC)C(=O)c1cccc(-c2csc(C(NC(C)=O)c3cccc(OC)c3)n2)c1 (centres undefined) | 18% | 1 | 11% |
| COc1ccc([C@H]2N[C@]3(CCCN(Cc4ccc(Br)cc4)C3=O)[C@H]3C(=O)N(Cc4ccccc4)C(=O)[C@@H]23)cc1 | ? | -4 | -1% |
| CC(C)COC(=O)N1CCCCC1c1cc(C(=O)NCc2ccccc2)no1 (centres undefined) | -3% | 0 | -2% |
| Nc1nc(Cl)nc2c1ncn2C1CCC(CO)O1 (centres undefined) | 4% | 2 | ? |
| Cc1cn([C@H]2C[C@H](O)[C@@H](CNC(=O)[C@@H]3CCCN3Cc3ccccc3)O2)c(=O)[nH]c1=O | -24% | 2 | -2% |
| CC(C)C[C@@H](CN1CCC[C@H]1CN1C(=O)C(=O)NC[C@@H]1Cc1ccccc1)N1C[C@H](Cc2ccc(O)cc2)N(CC2CCCCCC2)C(=O)C1=O | ? | 7 | 8% |
| Cc1ccc([C@H]2C[C@H](O)[C@@H](n3cc(C4CC4)nn3)CN2Cc2cccs2)cc1 | ? | -1 | 1% |
| CCC(=O)N1CCC1(C)C(=O)Nc1ccc(C)c(C)c1 (centres undefined) | 1% | -3 | -2% |
| Cc1noc(C)c1S(=O)(=O)Nc1ccc2c(c1)C(=O)N([C@@H](C)CO)C[C@@H](C)[C@@H](CN(C)CC1CCCCC1)OCCCC[C@@H](C)O2 | -7% | -20 | 9% |
| CCCCCCCCSC1=CC(=O)C(OC)=C(OC)C1=O | ? | -1 | -16% |
| OC[C@@H]1CN(Cc2ccc3c(c2)OCO3)C[C@H](n2cnc3c(N4CCN(c5ccccc5)CC4)ncnc32)O1 | -12% | 2 | 17% |
| CCN(CC)C(=O)C1=C(C)N(Cc2ccccc2)C(=O)C(CC(=O)NCCCCc2ccccc2)C1 (centres undefined) | 16% | -1 | -1% |
| Cc1cc(OCC(=O)OCC(=O)N2CCCCC2)ccc1Cl | 8% | -1 | 1% |
| COc1cc(OC)nc(Nc2nc(C(N)Cc3ccc(C(F)(F)F)cc3)cs2)n1 (centres undefined) | -26% | 1 | 0% |
| CC1=C(C(=O)N(C)C)CC(CC(=O)NCc2cccs2)C(=O)N1CCC1=CCCCC1 (centres undefined) | ? | 5 | -11% |
| COc1ccc(C(=O)C2CCCN(C(=O)c3csc(SC)n3)C2)cc1F (centres undefined) | 3% | -3 | 0% |
| COc1ccccc1Cc1c(-c2ccc(OC)c(OC)c2)nc2cc(C)c(Br)c(C)n12 | -30% | -2 | 9% |
| CCCCNc1c(-c2ccc(F)cc2)nc2nc(C)cc(C)n12 | -6% | 1 | 15% |
| COc1ccc(OC)c(CNC(=O)c2[nH]c(C(F)(F)F)nc2-c2ccccc2)c1 | 11% | 4 | 9% |
| COc1ccc(NC(=O)C2(C)CCCN(C(C)C)C2)cc1OC (centres undefined) | -3% | 0 | 5% |
| CCOC(=O)C1(C)CCCN1C(=O)c1ccc(C)cc1 (centres undefined) | -16% | -1 | 1% |
| Cc1cccc(C(O)c2ncc(-c3ccc4ccccc4c3)[nH]2)c1C (centres undefined) | 1% | -3 | 6% |
| O=C(CCCCCN1C(=O)c2cccc([N+](=O)[O-])c2C1=O)NCCc1ccccc1 | 0% | -3 | -1% |
| O=C(NCc1cccs1)c1ccc2sc(COCCO)nc2c1 | 5% | 1 | 0% |
| c1ccc(COc2ccc(-c3cc4nc(NCCN5CCOCC5)ccn4n3)cc2)cc1 | 4% | -8 | 9% |
| CN(C)c1cccc(CNC(=O)c2csc([C@@H]3O[C@H](CO)[C@H](O)[C@H](O)[C@H]3O)n2)c1 | ? | -4 | 16% |
| CCN(C)C1CN(Cc2cn(CCCOC)nn2)S(=O)(=O)C1 (centres undefined) | -24% | -2 | 9% |
| CCOC(=O)[C@@H]1[C@H]2COc3ccccc3[C@@H]2N2C(=O)N(c3ccc(Br)cc3)C(=O)[C@@]12C | -14% | -2 | 1% |
| Cc1cnc(C2OCCO2)c2cccc([N+](=O)[O-])c12 | -13% | 8 | -4% |
| O=C(NCc1cc(Cl)cc(Cl)c1)c1csc(COCCO)n1 | 8% | -1 | 4% |
| COc1ccc(-c2cc3nc(NCCCN(C)C)n(C)c(=O)c3s2)c(C)c1 | -13% | -2 | 12% |
| CC1(C(=O)NS(=O)(=O)c2cccc(Cl)c2)CCN1C(=O)C1(c2ccccc2)CC1 (centres undefined) | ? | 25 | 33%[activator] |
| CCCc1c(C(=O)N/N=C(\C)c2ccc(CC(C)C)cc2)nnn1-c1nonc1N | -8% | -2 | -2% |
| CC(C)C[C@H]1CNC(=S)N1C[C@H]1CCCN1C[C@H](Cc1ccccc1)N1C[C@H](Cc2ccc(O)cc2)N(CC2CCCCC2)C1=S | ? | -2 | 17% |

Screens: PubChem BioAssay, National Center for Advancing Translational Sciences (NCATS)
